NCI-60 one-dose screen, 48 h, at 10 µM unless noted. Numbers give growth in % (100 = growth as untreated, 0 = no growth, -100 = all killed).
LOX IMVI – LOX IMVI melanoma. 7.4% of 79,000 active. AID 1794757
HS 578T – HS 578T breast cancer. 4.1% of 78,000 active. AID 1794788
MALME-3M – MALME-3M melanoma | 5.8% of 78,000 active | AID 1794766
T-47D – T-47D breast cancer; 5% of 79,000 active; AID 1794792
BT-549 – BT-549 breast cancer | 4.4% of 78,000 active | AID 1794793
UACC-62 – UACC-62 melanoma; 5.4% of 81,000 active
UACC-257 – UACC-257 melanoma. 4.4% of 78,000 active. AID 1794764
MCF7 – MCF7 breast cancer. 6.3% of 82,000 active. AID 1794796
* = called active by the depositor; · = no result given. Rule for the calls: active = growth percent below 10; inactive = the rest.

SMILES	LOX IMVI	HS 578T	MALME-3M	T-47D	BT-549	UACC-62	UACC-257	MCF7
NC(=O)CCc1nc(N)nc(N)n1	103.1	118.6	94.3	93.8	82.0	·	99.3	101.5
COc1ccc(-c2n[nH]c(=O)c3nc(NC(=S)Nc4ccc(Oc5ccccc5)cc4)sc23)cc1	103.8	97.7	110.4	81.9	108.4	95.2	79.7	96.8
Cc1[nH]nc2c1C(c1cc(=O)oc3ccc(Cl)cc13)C(C#N)=C(N)O2 (stereo unspecified)	95.7	96.2	79.3	99.5	91.7	83.4	85.9	91.6
c1cnc2[nH]cc(-c3csc(-c4c[nH]c5ncccc45)n3)c2c1	100.2	·	93.5	79.4	94.0	94.6	115.9	60.3
CC(=O)Nc1nc(-c2ccc(F)c(NS(=O)(=O)c3cccc4c(N(C)C)cccc34)c2)cs1	·	82.5	72.7	45.4	79.1	49.8	75.1	53.5
C[C@@H](C[C@H](CCOC(=O)N(C)C)c1ccccc1)c1ccoc1	97.4	93.5	107.3	91.6	104.8	100.9	99.6	91.4
Cc1ccc(-c2csc(NC(=O)c3ccc(Cc4n[nH]c(=O)c5cccnc45)cc3)n2)cc1	95.6	86.2	95.8	94.2	87.7	89.7	105.1	83.9
COc1ccc(COC2CCC(=O)N2)cc1O (stereo unspecified)	103.8	117.4	104.0	90.4	102.8	101.6	103.3	93.1
CSC(=O)NCCNC(=O)SC	97.1	127.4	103.2	102.6	102.8	116.0	103.8	92.5
N#CC1=C2NCCCCCNC3=C(C#N)N=C(Cc4ccccc4Cc4nc(C#N)c(o4)NCCCCCNC4=C(C#N)N=C(Cc5ccccc5CC(=N1)O2)O4)O3	103.6	81.2	104.6	70.3	80.9	83.8	94.4	65.4
O=C(NNc1ccccc1)c1ncc[nH]1	1.3*	89.2	54.1	43.6	100.6	10.9	71.5	56.5
Cc1cccc(NC(=O)Nc2ccc(Nc3ncnc4sc5c(c34)CCOC5)cc2)c1	97.1	·	85.8	94.9	95.9	98.3	112.3	92.8
Nc1cc(S(=O)(=O)O)cc2cc(S(=O)(=O)O)cc(S(=O)(=O)O)c12	104.7	88.5	96.2	98.2	108.8	98.2	·	102.2
O=C(NCCO)C(=O)NCCO	100.5	91.3	110.4	94.2	96.7	96.6	104.3	92.5
CCOC(=O)CCCCn1c(-c2ccccc2)cc(-c2ccccc2)c(C#N)c1=O	93.2	104.6	114.4	98.9	128.4	79.6	105.7	84.6

Complete entries, quoted from the list. Screens in order: LOX IMVI	HS 578T	MALME-3M	T-47D	BT-549	UACC-62	UACC-257	MCF7
Profile of Nc1cc(S(=O)(=O)O)cc2cc(S(=O)(=O)O)cc(S(=O)(=O)O)c12 → 104.7	88.5	96.2	98.2	108.8	98.2	·	102.2
Profile of CSC(=O)NCCNC(=O)SC → 97.1	127.4	103.2	102.6	102.8	116.0	103.8	92.5

Later entries:
SMILES	LOX IMVI	HS 578T	MALME-3M	T-47D	BT-549	UACC-62	UACC-257	MCF7
CC1(C)N=C(N)NC(=NCCCOc2ccc([N+](=O)[O-])cc2)N1	103.9	115.5	98.7	105.2	102.2	101.8	·	105.8
COc1ccc(-n2nc3c(c(C#N)c2=O)CC(c2ccoc2)C([N+](=O)[O-])=C3O)cc1 (stereo unspecified)	87.1	94.2	94.1	78.1	89.4	90.2	103.4	63.7
COc1ccc(Nc2nc3ccccc3s2)cc1	105.2	101.7	92.9	83.4	95.8	88.1	100.0	84.1
COCCOC(=O)c1ccc(OC)cc1	95.1	99.9	107.6	94.2	92.5	·	90.6	92.2
COc1cc(C(=O)/C=C/c2c(-c3cccs3)nc3sc(C)cn23)cc(OC)c1OC	9.4*	-16.2*	-10.6*	3.3*	-0.9*	-38.7*	0.6*	1.1*
S=C(S)N1CCN(C(=S)S)CC1	101.3	104.9	104.2	99.3	115.9	107.3	100.9	103.2
NC[C@H](O)c1ccc(O)c(O)c1	94.2	113.1	111.1	110.1	88.7	102.2	109.4	109.6
Nc1cc(C(F)(F)F)ccc1[N+](=O)[O-]	87.6	123.2	112.9	99.0	·	94.3	93.8	83.0
Cc1ccc(/C=C/C(=O)O)cc1-c1cc2c(cc1C)C(C)(C)C=CC2(C)C	97.0	62.6	83.9	74.3	88.4	98.6	104.9	64.5
Cc1cccc(C)c1NC(=O)CCl	90.4	100.5	109.8	85.3	96.6	109.0	79.1	93.4
COC1OCC(OS(=O)(=O)c2ccc(C)cc2)C(OC(=O)c2ccccc2)C1OC(=O)c1ccccc1 (stereo unspecified)	44.8	·	37.3	44.4	39.1	36.1	71.0	22.6
COc1cccc(C2=NN3C(C2)c2ccccc2OC3c2ccc(/C=C3\SC(=O)NC3=O)cc2)c1 (stereo unspecified)	70.5	96.4	104.9	100.4	97.1	103.8	105.8	90.7
O=C(O)c1ccc(-n2cc(C(=O)O)c(-c3ccccc3)n2)cc1	95.2	102.6	93.5	97.1	94.7	108.1	121.2	95.2
Cc1c(N=Nc2ccccc2O)c(=O)[nH]c2[nH]c(=O)sc12	97.7	103.2	101.8	103.8	109.6	102.7	101.7	97.6
CN1CCN(c2ccc3c(c2)nc(NNC(=O)c2ncccn2)c2cccn23)CC1	-62.8*	26.5	-41.8*	-22.3*	·	-35.1*	17.8	-17.6*
COC(=O)CC(CC(=O)OC)n1cccc1	99.0	103.1	125.7	111.9	103.7	95.3	104.8	103.8
Cc1ccc(S(=O)c2ccc(C)cc2)cc1	98.8	·	98.8	94.4	107.3	108.0	105.0	98.9
CC(C)(C)CC(C)(C)c1ccc(O)c(Cc2ccc(Cl)cc2Cl)c1	-95.4*	-23.0*	-89.4*	-72.9*	-95.1*	-87.9*	-66.1*	-88.9*
CCCC(CC)N(c1ccc(OC)cc1)c1nc(-c2ccc(Br)cc2)cs1 (stereo unspecified)	96.1	93.5	99.4	58.7	123.9	89.5	90.3	·
CCOC(=O)C1CN(Cc2ccccc2)C(=O)C1=O (stereo unspecified)	103.6	·	92.8	103.8	·	103.5	104.2	100.4
O=C1C(=O)c2c(nc3n[nH]c(-c4ccc(Cl)cc4)c3c2-c2ccccc2)-c2ccccc21	83.9	95.4	97.9	52.9	86.8	77.2	77.7	45.4
CC(O)c1nc2c(c(=O)n(C)c(=O)n2C)n1C (stereo unspecified)	103.7	118.4	121.3	97.6	109.2	102.5	105.6	101.9
CC(=O)c1c(C)nc2ccccc2c1/C=C/c1ccc(C)cc1	102.7	116.3	122.5	47.6	63.3	64.4	72.4	79.2
O=C1CCCCC1Nc1ccc([N+](=O)[O-])cc1 (stereo unspecified)	94.7	118.0	·	·	117.6	105.8	116.5	112.3
CC(=O)N(C(C)=O)c1ncn(C)c1S(=O)(=O)Nc1ccccc1	100.1	106.3	112.2	109.1	130.7	103.5	101.3	108.6
CN(CC1CCN(Cc2ccccc2)CC1)C(=O)c1cn(Cc2ccccc2Cl)nn1	101.5	97.0	108.5	93.5	105.8	105.7	108.2	97.6
COc1cc(C)cc(-c2[nH]ncc2-c2cc(NCCCO)nc(-c3cccnc3)n2)c1	91.4	94.0	114.2	62.8	88.3	65.0	107.2	77.5
CCOc1c(C#N)c2c(N)ncnc2n1C1OC(CO)C(O)C1O (stereo unspecified)	18.9	50.9	59.2	15.4	·	49.8	83.5	-3.6*
C/C(=N\Nc1cccc(Cl)n1)c1ccccn1	0.3*	58.9	21.6	·	22.9	-24.1*	2.3*	10.1
NC1=CC(N)=C(O[C@@H]2O[C@H](CO)[C@@H](O)[C@H](O)[C@H]2O)C(=O)C1	97.5	·	118.5	103.2	105.9	107.4	96.6	100.7
CCN1C(=O)N(CC)C2SC(N/N=C/c3ccc(OC)cc3)=NC21 (stereo unspecified)	3.6*	31.9	45.8	80.9	18.9	38.4	80.4	15.2
O=C(Nc1ccc(Cl)cc1)C(Cl)Cl	63.9	77.8	98.5	·	·	·	87.7	85.7
CC1CC=C(C(=O)O)CC1 (stereo unspecified)	113.1	122.4	116.5	103.0	103.7	95.3	100.2	91.1
O=C(Nc1ccccc1-c1nn(CN2CCNCC2)c(=S)n(CN2CCNCC2)c1=O)C(F)(F)F	93.3	92.8	108.3	83.3	99.3	98.8	92.5	87.7
CCCC(NC(=O)OCc1ccccc1)C(=O)O (stereo unspecified)	99.5	71.9	88.8	99.6	·	89.6	36.1	96.0
Nc1c(C(=O)Nc2ccccc2)sc2nc3c(cc12)C(O)CCC3 (stereo unspecified)	47.5	39.6	87.4	53.9	66.0	55.4	71.1	18.4
C[C@H]1[C@H]2C3=CC[C@@H]4[C@@]5(C)CCC(=O)NC(C)(C)[C@@H]5CC[C@@]4(C)[C@]3(C)CC[C@@]2(C(N)=O)CC[C@@H]1C	91.8	93.2	97.8	87.8	99.8	72.8	102.7	94.1
CC(C)(C)OC(=O)Nc1ccc(-c2cccc(Oc3ccc4nnc(Cl)n4n3)c2)cc1	82.9	94.5	105.6	59.3	58.8	63.6	87.1	74.8
CCOC(=O)c1nn(CC(O)c2ccccc2)c(NC(=O)Nc2cccc3ccccc23)c1C (stereo unspecified)	87.5	92.1	99.3	91.1	107.7	83.2	99.1	87.7
CSc1ccc2c(c1)N(C(=O)/C(C#N)=C/c1ccc(C(F)(F)F)cc1)c1ccccc1S2	86.5	89.6	·	64.9	103.5	62.2	96.2	101.8
O=C(O)CN1C(=O)/C(=C/c2cn(-c3ccccc3)nc2-c2ccccc2)SC1=S	93.6	94.5	106.5	103.3	102.8	96.0	100.8	98.1
O=S(=O)(O)c1cc(N=Nc2cc(S(=O)(=O)O)c3cccnc3c2O)ccc1/C=C/c1ccc(N=Nc2cc(S(=O)(=O)O)c3cccnc3c2O)cc1S(=O)(=O)O	90.6	·	102.4	110.8	86.9	87.5	76.7	106.9
O=C(Nc1ccccc1)Nc1ccccc1CNc1nc(Nc2ccc(OCCN3CCCC3)cc2)ncc1Cl	-68.3*	66.3	71.2	55.7	74.8	86.1	75.3	48.9
COC(=O)C[C@](O)(CCC(C)C)C(=O)O[C@H]1C(OC)=C[C@@]23CCC(=O)N2CCc2cc4c(cc2[C@@H]13)OCO4	92.9	84.5	86.2	90.3	103.9	85.5	102.8	96.0
O=C(O)CCCc1ccc(C2CCCC2)c2ccccc12	98.3	123.8	97.1	105.3	105.1	88.8	105.6	104.5

4 records picked at random from those above, as already listed:
SMILES	LOX IMVI	HS 578T	MALME-3M	T-47D	BT-549	UACC-62	UACC-257	MCF7
O=C(Nc1ccccc1)Nc1ccccc1CNc1nc(Nc2ccc(OCCN3CCCC3)cc2)ncc1Cl	-68.3*	66.3	71.2	55.7	74.8	86.1	75.3	48.9
CC1CC=C(C(=O)O)CC1 (stereo unspecified)	113.1	122.4	116.5	103.0	103.7	95.3	100.2	91.1
CC(C)(C)OC(=O)Nc1ccc(-c2cccc(Oc3ccc4nnc(Cl)n4n3)c2)cc1	82.9	94.5	105.6	59.3	58.8	63.6	87.1	74.8
CCOC(=O)c1nn(CC(O)c2ccccc2)c(NC(=O)Nc2cccc3ccccc23)c1C (stereo unspecified)	87.5	92.1	99.3	91.1	107.7	83.2	99.1	87.7

More structures:
SMILES	LOX IMVI	HS 578T	MALME-3M	T-47D	BT-549	UACC-62	UACC-257	MCF7
Cc1ccc(/C=C2\CCOC2=O)cc1	104.4	·	87.5	94.4	33.4	95.1	125.7	149.7
CCS(=O)(=O)Oc1ccc(NC(=O)C2CCCCC2)cc1	92.1	112.0	98.8	96.1	97.0	94.8	·	89.9
CSc1nc2sc3c(C)ccc(C)c3n2c(=N)c1C#N	99.4	60.0	109.7	101.9	97.2	86.6	·	89.8
CCN1CCN(Cc2ccc(NC(=O)c3nc4ccc5[nH]ncc5c4c4c3CCCC4)cc2C(F)(F)F)CC1	-94.6*	84.8	-79.3*	-69.3*	79.6	-68.7*	-63.9*	-71.4*
O=[N+]([O-])c1ccc2c(c1)CCN2	100.2	111.3	111.7	95.2	100.5	94.4	114.6	110.9
O=c1[nH]c(NCCO)nc2sc3c(c12)CCCC3	86.9	93.4	97.2	99.7	100.9	86.8	115.2	92.4
Cc1ccc(C(C)C)c(OC(=O)Nc2cccc3ccccc23)c1	87.0	98.3	99.0	103.9	96.6	88.7	101.3	99.9
O=S1(=O)OCCOS(=O)(=O)C1Cl	96.3	99.5	86.6	102.6	105.0	101.3	103.0	91.2
COC(=O)c1ccccc1C(=O)OC1CCCCC1	94.8	102.1	100.6	78.9	112.9	74.5	100.9	100.4
Cc1[nH]c(=S)[nH]c(=O)c1S(=O)(=O)Nc1ccc(Cl)cc1	88.4	89.6	105.3	78.9	91.6	87.9	98.4	76.0
C=CCc1cc(Cl)ccc1NC(C(N)=O)c1ccccc1 (stereo unspecified)	99.5	87.7	91.0	70.7	93.2	86.6	90.0	80.3
C=CCn1c(C)nc2cc(Nc3nc(NCCO)nc4ccccc34)ccc21	85.6	77.4	98.6	69.0	92.5	85.5	97.7	72.2

Quoted from the listing:
`CCN1CCN(Cc2ccc(NC(=O)c3nc4ccc5[nH]ncc5c4c4c3CCCC4)cc2C(F)(F)F)CC1` | BT-549: 79.6
`Cc1ccc(C(C)C)c(OC(=O)Nc2cccc3ccccc23)c1` | HS 578T: 98.3
`Cc1ccc(/C=C2\CCOC2=O)cc1` | T-47D: 94.4
`O=c1[nH]c(NCCO)nc2sc3c(c12)CCCC3` | MALME-3M: 97.2
`C=CCn1c(C)nc2cc(Nc3nc(NCCO)nc4ccccc34)ccc21` | LOX IMVI: 85.6
`C=CCc1cc(Cl)ccc1NC(C(N)=O)c1ccccc1` (stereo unspecified) | MCF7: 80.3
